HePTP inh – inhibitors of human HePTP phosphatase, primary screen, biochemical, absorbance, leukemia target; recombinant HePTP phosphatase activity, OD absorbance; 0.64% of 110,000 active; inhibition, % at 20 µM; Tyrosine-protein phosphatase non-receptor type 7 (Homo sapiens), P35236; in the data active = inhibition above about 50%;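 note: plate controls were vehicle for no effect and reference inhibitor for full effect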
Target sequence (P35236 whole entry, looked up): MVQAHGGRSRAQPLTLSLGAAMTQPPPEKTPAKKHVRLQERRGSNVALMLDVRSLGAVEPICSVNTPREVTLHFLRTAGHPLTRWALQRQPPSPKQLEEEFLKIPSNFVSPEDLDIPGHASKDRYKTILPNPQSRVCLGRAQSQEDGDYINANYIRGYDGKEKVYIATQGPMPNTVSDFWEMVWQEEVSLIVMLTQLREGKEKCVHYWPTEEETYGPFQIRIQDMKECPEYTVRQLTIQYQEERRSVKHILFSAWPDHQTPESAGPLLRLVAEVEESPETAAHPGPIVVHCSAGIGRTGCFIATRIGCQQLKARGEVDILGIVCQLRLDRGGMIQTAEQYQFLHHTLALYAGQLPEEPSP
BAP1 block – inhibitors of BAP1 deubiquitinase, primary screen, biochemical, Ub-AMC fluorescence, kinetic. 0.48% of 72,000 active. AID 436, 2006. recombinant BAP1, Ub-AMC hydrolysis fluorescence kinetic; hits give low values. activity remaining (% of control), % at 20 µM;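 active = activity remaining at or below 50% of control, provided the compound also passes the data quality filters; inactive = the rest, including low values that fail the filters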;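 note: 100% = DMSO wells rate and 0% = substrate alone blank rate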
Target sequence (Q92560 whole entry, looked up): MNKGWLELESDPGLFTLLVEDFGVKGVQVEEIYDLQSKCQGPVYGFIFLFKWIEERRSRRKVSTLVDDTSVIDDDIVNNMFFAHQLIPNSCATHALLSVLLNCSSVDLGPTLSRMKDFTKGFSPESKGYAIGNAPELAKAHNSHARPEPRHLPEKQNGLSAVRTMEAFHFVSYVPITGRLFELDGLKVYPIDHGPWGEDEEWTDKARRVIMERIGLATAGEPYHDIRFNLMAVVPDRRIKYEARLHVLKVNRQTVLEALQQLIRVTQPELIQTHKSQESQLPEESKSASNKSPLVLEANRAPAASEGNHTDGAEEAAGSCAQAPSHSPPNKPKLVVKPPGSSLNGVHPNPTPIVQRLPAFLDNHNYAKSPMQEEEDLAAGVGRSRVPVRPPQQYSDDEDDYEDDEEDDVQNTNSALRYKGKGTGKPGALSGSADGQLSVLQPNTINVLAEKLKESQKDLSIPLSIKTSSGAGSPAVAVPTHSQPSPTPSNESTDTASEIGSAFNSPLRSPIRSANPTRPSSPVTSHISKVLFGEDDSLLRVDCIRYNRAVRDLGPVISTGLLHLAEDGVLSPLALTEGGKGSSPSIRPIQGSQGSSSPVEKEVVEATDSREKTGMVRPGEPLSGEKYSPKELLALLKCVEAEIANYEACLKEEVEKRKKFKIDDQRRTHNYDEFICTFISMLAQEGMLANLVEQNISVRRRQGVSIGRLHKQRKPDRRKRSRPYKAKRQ
Active calls of the source: *; . = not tested or not shown; & = joins results of further samples.

SMILES | HePTP inh | BAP1 block
C=CCN1C(=O)C(Cc2cccc(C)c2)SC1=Nc1ccc(C(=O)O)cc1 (configuration not stated) | -24.3 | .
COC(=O)c1sc(-c2ccccc2)cc1NC(=O)c1ccc(S(=O)(=O)N2CCCCC2)cc1 | . | 145.9
O=C1c2cccc3cccc(c23)C(=O)N1CCN1CCN(S(=O)(=O)c2ccc3ccccc3c2)CC1 | -8.9 | .
CCN(C(C)=O)C1=C(O)c2ccccc2C(=O)C1=O | -6.3 | .
CCOc1ccc(N(CC(=O)NCc2ccc(OC)cc2)S(=O)(=O)c2c(C)noc2C)cc1 | 4.2 | 89.2
CCN(C(=O)c1ccc(NC(C)=O)cc1)c1ccccc1C | -10.3 | .
CCCCOC(=O)c1ccc(NC(=O)C2CC(C)=C(C)CC2C(=O)O)cc1 (configuration not stated) | 10.9 | .
Fc1ccccc1CSc1nnc(Cn2cnc3ccccc32)n1-c1ccccc1 | 4.0 | 68.2
O=C(CCc1n[nH]c(=O)[nH]c1=O)N1CCOCC1 | 2.1 | 102.4
Nc1ncnc2c1ncn2[C@@H]1O[C@H](C(=O)NC2CC2)[C@H](O)C1O (some centres not stated) | . | 90.5
COc1cc2c(cc1OC)C1=NNC(=O)C1=NC(C)(C)C2 | -1.9 | .
COc1ccc(-c2nnc3n2-c2ccccc2SC3)cc1OC | -6.7 | 106.0
COc1ccc(C(NC(=O)c2cccc(C)c2)NC(=O)c2cccc(C)c2)cc1OC | 7.5 | .
COc1cccc(C(=O)Nc2c3c(nn2-c2cccc(C)c2C)CS(=O)C3)c1OC (configuration not stated) | 3.2 | 96.4
CCCn1c(/N=C/c2ccccc2O)nc2ccccc21 | -9.5 | .
O=C(CN1C(=O)c2ccccc2S1(=O)=O)c1ccccc1 | 1.5 | 77.3
Cc1ccc(C)c(C(=O)c2ccccc2NC(=O)c2ccccn2)c1 | 0.7 | .
COC(=O)c1cc2sc(Cl)cc2n1CC(=O)Nc1cccc(SC)c1 | 8.8 | 70.9
N=C(N)SCCc1cccc(CCSC(=N)N)c1 | . | 86.5
O=C(c1ccco1)N1CCN(C(=O)c2ccc(Cn3cc(Br)cn3)o2)CC1 | 7.0 | 78.9
CC(C)c1ccc(/C=C/C(=O)Nc2ccccn2)cc1 | 4.7 | .
COc1ccc(NC(=O)c2cccc(I)c2)cc1Cl | 4.8 | .
O=C(Nc1ccc(Cl)cc1)C1CC=CCC1C(=O)OCC(F)(F)C(F)F (configuration not stated) | 7.3 | 106.2
N#CC1=C(SCC(=O)Nc2ccc(Br)cc2)NC(=O)CC1c1cccc2ccccc12 (configuration not stated) | 1.9 | .
CCOc1ccc(NS(=O)(=O)CC(C)C)cc1 | . | 128.0
CCCC(=O)N(c1ccc(F)cc1)C1C=CS(=O)(=O)C1 (configuration not stated) | 3.0 | 100.7
Cc1noc(NS(=O)(=O)c2ccc(NC(=O)c3cnc4n(c3=O)CCS4)cc2)c1C | . | 94.3
O=C(Nc1cccc2nsnc12)c1ccc(OCc2ccccc2)cc1 | -7.7 | .
Cc1ccccc1N1OC2C(=O)N(c3ccccc3)C(=O)C2C1c1cccs1 (configuration not stated) | 6.5 | .
O=C(Nc1ccc(-c2nc3ccccc3[nH]2)cc1)C1CCCO1 (configuration not stated) | 3.3 | 115.5
O=C(Nc1cccc(O)c1)c1cccnc1 | -13.7 | .
CCOC(=O)c1c(C)[nH]c(C(=O)OC/C(O)=C(\C#N)c2nc3ccccc3[nH]2)c1C | 7.7 | 61.4
O=C(NCCC1=CCCCC1)c1cnsn1 | 1.6 | 80.3
CCOC(=O)C1CCCN(C(=O)c2cn(C)c3ccc(S(=O)(=O)N4CCCC4)cc3c2=O)C1 (configuration not stated) | 4.2 | 89.2
CCCOC(=O)Cn1c(=O)c2cc3c(=O)n(CC(=O)OCCC)c(=O)c3cc2c1=O | -10.6 | 98.6
Cc1ccccc1OCC(O)CN (configuration not stated) | 9.8 | 102.4
COc1ccc(N2C(=O)CC(Nc3ccc(O)cc3)C2=O)cc1 (configuration not stated) | 3.8 | .
CC(=O)COc1ccc2c(C)c(Cc3ccccc3)c(=O)oc2c1 | . | 152.7
COc1cc(C2C(C#N)=C(C)NC3=C2C(=O)CC(C)(C)C3)ccc1O (configuration not stated) | -19.3 | 96.1
Cc1cc(-c2ccccc2)c2c3c(cn2n1)c(=O)n(C)c(=O)n3C | 8.5 | 59.9

Part of the list above, with two lines to a compound.
Values run as follows: HePTP inh, BAP1 block
COc1cccc(C(=O)Nc2c3c(nn2-c2cccc(C)c2C)CS(=O)C3)c1OC (configuration not stated)
→ 3.2, 96.4
CCCn1c(/N=C/c2ccccc2O)nc2ccccc21
→ -9.5, .
O=C(CN1C(=O)c2ccccc2S1(=O)=O)c1ccccc1
→ 1.5, 77.3

(continued)
SMILES | HePTP inh | BAP1 block
CCc1ccc(N(CC)c2ncnc3nc[nH]c23)cc1 | 0.0 | 87.3
COCCCNS(=O)(=O)c1ccc(F)cc1 | 3.0 | .
CC(C)(C)c1ccc(-c2nnc(-c3ccc(Br)o3)o2)cc1 | 10.2 | .
O=C(/C=C/c1ccccc1Cl)Nc1cccc(F)c1 | 4.5 | .
Cc1ccc(OCc2nnc(SCC(=O)Nc3sc(C)c(C)c3C#N)n2C)cc1 | -1.5 | 81.3
N#CC1=C(SCC(=O)Nc2ccc(Br)cc2)NC(=O)CC1c1cccs1 (configuration not stated) | 7.3 | .
COc1cccc(NC(=O)CN(c2ccc(Cl)cc2)S(C)(=O)=O)c1 | 2.9 | .
O=S(=O)(N=S(N1CCCCC1)N1CCCCC1)c1ccccc1 | 4.7 | 92.1
c1ccc(Nc2nc(-c3ccncc3)cs2)cc1 | 8.9 | .
COc1ccc(Cl)cc1NC(=O)CC(C)C | -18.9 | .
CC1(C)C(C=C(Cl)Cl)C1C(=O)Nc1cccc(C(=O)O)c1 (configuration not stated) | -11.7 | .
C=CCn1c(COc2ccccc2)nnc1SCC(=O)NCC(=O)OCC | -12.0 | 96.9
N#CC1(c2ccccc2)CCCN1C(=O)c1ccc(Br)o1 (configuration not stated) | 0.1 | 93.9
CC(=O)N1CCc2c(sc(NC(=O)c3ccc(S(=O)(=O)N(C)C)cc3)c2C#N)C1 | 15.2 | 76.8
CCN(CC)S(=O)(=O)c1ccc(-c2nnco2)cc1 | 4.3 | .
CNC(=O)CN(C)S(=O)(=O)c1ccc(OC)c(Cl)c1 | 2.3 | 127.0
CCOc1ccccc1NC(=O)c1c(NC(=O)c2ccccc2C)sc2c1CCCCC2 | 6.6 | .
CC1SC2(C(=O)Nc3ccccc32)N(c2ccccc2)C1=O (configuration not stated) | 3.6 | .
CCOc1ccc(N(CC(=O)NC2CCCCC2)S(C)(=O)=O)cc1 | -12.0 | .
O=C(N1CCN(c2c(F)c(F)c(C(F)(F)F)c(F)c2F)CC1)C12CC3CC(CC(C3)C1)C2 | -10.8 | .
O=C(Nc1ccc(CN2CCCCC2)cc1)c1ccc2c(c1)OCO2 | -9.3 | .
CCCCC(CC)C(=O)NCCc1ccc(S(N)(=O)=O)cc1 (configuration not stated) | -12.2 | 95.7
CCCCNC(=O)CCn1nc(-c2ccccc2)ccc1=O | 4.8 | 93.3
CCOC(=O)c1ccc(COC(=O)c2cc(=O)[nH]c3ccccc23)o1 | 12.6 | 160.3
O=S(=O)(NCCSc1ccccc1)c1ccc2c(c1)OCCO2 | -11.6 | .
Cc1ccc(C23CC4CC(CC(C(=O)NCc5ccco5)(C4)C2)C3)cc1 | 10.7 | .
Cc1cccc(-c2nnc(N)s2)c1 | 5.0 | 95.3&126.1
CCCS(=O)(=O)N1CCC(C(=O)NC2CCCC(C)C2C)CC1 (configuration not stated) | 2.2 | 105.7
O=C(CN(c1cccc([N+](=O)[O-])c1)S(=O)(=O)c1ccccc1)Nc1ccc2ccccc2c1 | 10.6 | .
COc1ccc(OCC(=O)OCC(=O)Nc2ccc(S(=O)(=O)N3CCCCC3)cc2)cc1 | 11.0 | 69.0
CCCCNC(=O)C1C2C=CC3(CN(Cc4ccc(C)cc4)C(=O)C13)O2 (configuration not stated) | 10.6 | .
c1ccc(-c2noc(CSc3nnc(Cc4cccs4)n3-c3ccccc3)n2)cc1 | 3.2 | 99.4
C/C(=N\Nc1ccc([N+](=O)[O-])cc1)c1ccc(-n2nncc2C)cc1 | -5.0 | .
COc1ccccc1OCC(=O)Nc1ccc(-c2nc3ccccc3[nH]2)cc1 | 4.0 | .
COc1ccc(-c2nnc(NC(=O)Nc3ccc(Cl)cc3)s2)cc1 | 2.0 | .
O=C1C2ON(c3ccc(Cl)cc3)C(c3ccco3)C2C(=O)N1c1ccccc1 (configuration not stated) | 5.1 | 92.9
Cc1c(NC(=O)/C=C/c2ccccc2)c(=O)n(-c2ccccc2)n1C | -1.8 | .
COc1cccc(-c2csc(N3CCN(C(=O)Nc4ccccc4OC)CC3)n2)c1 | -2.7 | 70.4
CCOc1ccc(CC(=O)Nc2ccc(S(=O)(=O)Nc3cc(C)on3)cc2)cc1OCC | -0.6 | 98.6
Cc1cccc(OCC(=O)NCCCN(C)C)c1 | -2.5 | .

Six entries already listed, sorted by heavy-atom count, ascending:
SMILES | HePTP inh | BAP1 block
N=C(N)SCCc1cccc(CCSC(=N)N)c1 | . | 86.5
CCc1ccc(N(CC)c2ncnc3nc[nH]c23)cc1 | 0.0 | 87.3
CCN(C(=O)c1ccc(NC(C)=O)cc1)c1ccccc1C | -10.3 | .
O=S(=O)(NCCSc1ccccc1)c1ccc2c(c1)OCCO2 | -11.6 | .
Cc1noc(NS(=O)(=O)c2ccc(NC(=O)c3cnc4n(c3=O)CCS4)cc2)c1C | . | 94.3
CCOc1ccc(CC(=O)Nc2ccc(S(=O)(=O)Nc3cc(C)on3)cc2)cc1OCC | -0.6 | 98.6

Whole records from above.
COc1ccc(OCC(=O)OCC(=O)Nc2ccc(S(=O)(=O)N3CCCCC3)cc2)cc1 reads HePTP inh = 11.0; BAP1 block = 69.0
O=C(CN(c1cccc([N+](=O)[O-])c1)S(=O)(=O)c1ccccc1)Nc1ccc2ccccc2c1 reads HePTP inh = 10.6; BAP1 block = .

(further entries)
SMILES | HePTP inh | BAP1 block
O=C(O)COc1ccc(-c2ccccc2)cc1 | 8.4 | .
COc1ccc(C2/C(=C(/O)c3cnn(-c4ccccc4)c3C)C(=O)C(=O)N2CCN(C)C)cc1OC (configuration not stated) | 3.2 | 129.9
CC(=O)c1cc(F)c(N2CCN(C(=O)c3ccccc3Br)CC2)cc1C | -9.8 | .
CC(=O)n1nc(-c2ccccc2)nc1NCc1ccc(F)cc1 | 0.1 | 116.4
CCOC(=O)C1(C)/C(=N\Nc2ccccc2OC)C(=O)C(=O)N1c1ccccc1 (configuration not stated) | -9.9 | .
Cc1cccn2c(=O)c(/C=C3\SC(=S)N(Cc4ccccc4)C3=O)c(NCCCn3ccnc3)nc12 | 22.7 | .
COc1ccc(-c2nnc3n2N=C(C)CS3)cc1OC | -0.6 | 100.1
C/C(=N\NC(=O)c1cccnc1)c1ccc2ccccc2c1 | 10.7 | .
O=c1c2ccccc2sn1-c1ccc(S(=O)(=O)N2CCCC2)cc1 | 7.8 | 114.9
CCCc1nnc(SCc2ccc(C(=O)OC)o2)n1N | 9.0 | 109.3
COc1ccc(CCNC(=O)CN2CCC(n3nnc4cc(F)ccc43)CC2)cc1OC | 2.5 | 104.3
O=C1c2cccc3cccc(c23)C(=O)N1CCN1CCN(S(=O)(=O)c2ccc(Cl)cc2)CC1 | -6.7 | .
O=C(CN1C(=O)CCSc2ccccc21)Nc1cccc(F)c1 | 3.0 | 92.9
O=C(Nc1ccccc1)N1CCc2ccccc2C1 | -7.0 | .
CCOC(=O)c1c(C)c(C(=O)NCc2ccccc2OC)c(C)n1C | -0.9 | 92.1
CC(C)N(Cc1ccccc1)C(=O)/C=C/c1ccccc1 | 5.9 | .
COc1ccc(Cn2c(CCC(=O)NCc3ccco3)nc3cccnc32)cc1 | -1.8 | 81.3
COc1ccc(NC(=O)CSc2nc3c(cc2C#N)CN(C)CC3)cc1 | -10.5 | 146.9
COCCOC(=O)C1=C(C)NC(C)=C(C(=O)OCCOC)C1c1cn(-c2ccccc2)nc1-c1cccc([N+](=O)[O-])c1 | -10.3 | .
O=C(NC(NC(=S)Nc1cccc(Br)c1)C(Cl)(Cl)Cl)c1ccccc1F (configuration not stated) | 0.6 | .

In a second layout: results already given
compound: COc1ccc(CCNC(=O)CN2CCC(n3nnc4cc(F)ccc43)CC2)cc1OC
  HePTP inh: 2.5 | BAP1 block: 104.3
compound: O=C1c2cccc3cccc(c23)C(=O)N1CCN1CCN(S(=O)(=O)c2ccc(Cl)cc2)CC1
  HePTP inh: -6.7 | BAP1 block: .
compound: O=C(CN1C(=O)CCSc2ccccc21)Nc1cccc(F)c1
  HePTP inh: 3.0 | BAP1 block: 92.9

Later entries
SMILES | HePTP inh | BAP1 block
CN(Cc1ccccc1)C(=O)CCS(=O)(=O)c1ccc2c(c1)n(C)c(=O)c(=O)n2C | -6.1 | 94.2
CC1=C(C(=O)Nc2ccccc2C)C(c2ccc(C)o2)C2=C(CCCC2=O)N1 (configuration not stated) | -11.5 | 75.9
COc1ccc(C(=O)OCC(=O)c2ccc(C)c(S(=O)(=O)N3CCOCC3)c2)cc1OC | 4.9 | 105.0
CCOc1cc(/C=C2\SC(=S)N(NC(=O)c3ccccc3O)C2=O)ccc1O | 6.6 | .
CCOC(=O)CCC(NC(=O)c1cncc(O)c1)C(=O)OCC (configuration not stated) | -13.3 | 107.5
Cc1ccc(NC(=O)COc2ccc(Cl)cc2Cl)c([N+](=O)[O-])c1 | -6.3 | .
CC(C)(C)c1cc(C(=O)N/N=C\c2ccncc2)n[nH]1 | -7.6 | .
CC(C)NS(=O)(=O)c1ccc(NC(=O)c2cccnc2)cc1 | 7.6 | 87.4
CC1=CC(C)(C)N(CN2C(=O)c3ccccc3C2=O)c2ccccc21 | -6.0 | .

Screens (PubChem)
